Bcl-B TR3 displacers – displacers of TR3 peptide from Bcl-B, primary screen, selectivity assay for Bfl-1 inhibitor project, biochemical, fluorescence polarization; FP displacement of FITC-TR3 peptide from Bcl-B; higher % means a stronger effect; one-dose displacement, % at 20 µM; IC50 in µM for titrated hits; 96,000 tested, 0.11% active; AID 748;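 active = displacement above 50% at 20 µM plus a fluorescence interference ratio under 1.5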;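 also: plate controls were wells without compound for no effect and wells lacking Bcl-B protein for full effect; a part of the inactive calls stands beside numbers as strong as those of hits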
MRP reversal – MRP-mediated drug resistance reversal; H69AR cells + 2 uM doxorubicin, CellTiter-Glo, 72 h; differential viability (reversal), % at 10 µM; 85,000 tested, 0.04% active;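 active = viability drop by adding the cancer drug above about 55%, with treated viability meeting a 40% cutoff, limit read from the data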;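 also: viability without doxorubicin minus viability with 2 µM doxorubicin for each compound; larger differential means the compound sensitizes cells more to doxorubicin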
NFkB transloc pot – enhances IL-1B driven NFkB nuclear translocation. HUVEC IL-1B NFkB p65 nuclear translocation imaging. activation, % at 2 µM. 94,000 tested, 0.3% active. AID 819;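 active = activation above 40%, about the mean plus 3 SD, also judged a hit on visual image review; inconclusive = activation above 40% but not a hit on visual review; inactive = activation not above 40% and no visual hit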;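 also: percent activation is computed from the nuclear over cytoplasmic p65 intensity ratio; values of inactives mirror those of a sister screen read the other way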
PLAP inhibitors HTS – inhibition of human placental alkaline phosphatase – biochemical, luminescence, HTS (AID 690). purified PLAP, luminescent substrate; higher % means a stronger effect. one-dose inhibition, % at 20 µM; IC50 in µM for titrated hits. 96,000 tested, 0.08% active; in the data active = a potency from the dose series; inactive = the rest, 99 in 100 with inhibition below about 30%; also: strong numbers were not always called active
IL1B NFkB inh – blocks IL-1B driven NFkB nuclear translocation in HUVEC cells; inhibition, % at 2 µM; HUVEC IL-1B NFkB p65 nuclear translocation imaging; 94,000 tested, 0.43% active; AID 796;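 active = inhibition above about 30% together with a positive call from visual inspection of the well image, limit read from the data; inconclusive = inhibition above a set limit but visual check negative; inactive = inhibition not above a set limit, visual check negative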;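 also: nuclear over cytoplasmic p65 intensity ratio measured by imaging; 0% = IL-1B stimulated DMSO wells and 100% = unstimulated DMSO wells; values of inactives mirror those of a sister screen read the other way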
MRP reversal cytotoxicity – further read-out of MRP reversal, marked with its call; viability, %; H69AR cells, CellTiter-Glo, 72 h; measured here: cytotoxicity without doxorubicin
MRP reversal with doxorubicin – second read-out of MRP reversal, no call of its own (marks repeat the call); viability, %; measured here: viability with 2 uM doxorubicin; active compounds read low
IL1B NFkB inh cell count 2 µM – also measured in IL1B NFkB inh; calls as there; cell count; measured here: cells passing quality filter;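 raw number of nuclei counted in each imaged well without normalization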
NFkB transloc pot cell count 2 µM – further read-out of NFkB transloc pot, marked with its call; cell count; measured here: cells passing quality filter
* = called active by the depositor; ? = inconclusive; . = not tested or not shown. A portion of the library, so the mix of outcomes need not match the whole.

Sequence of screens: Bcl-B TR3 displacers | MRP reversal | MRP reversal cytotoxicity | MRP reversal with doxorubicin | NFkB transloc pot | NFkB transloc pot cell count 2 µM | PLAP inhibitors HTS | IL1B NFkB inh | IL1B NFkB inh cell count 2 µM
CCN(CC)S(=O)(=O)c1ccc2nc(CSc3nnnn3-c3ccc(O)cc3)[nH]c2c1
  -46% | -6 | 78 | 84 | -5 | 81 | -170% | 5 | 81
COC(=O)NNC(=O)C(C)Oc1ccc(Cl)cc1Cl (configuration not stated)
  3% | . | . | . | 23 | 168 | -5% | -23 | 168
Fc1ccc(CN2CCN(c3ncccn3)CC2)cc1
  -3% | 6 | 106 | 99 | . | . | 22% | . | .
Cc1noc(C)c1C(=O)Nc1ccccc1-c1ccccc1
  -3% | -5 | 85 | 90 | 3 | 98 | 13% | -4 | 98
Cc1ccc2c(c1)CCCN2C(=O)c1ccncc1
  . | -8 | 92 | 100 | 3 | 95 | . | -3 | 95
CC(C)CC(=O)Nc1cc2nn(-c3ccccc3)nc2cc1Cl
  1% | 6 | 87 | 81 | 18 | 89 | 15% | -18 | 89
CC1CCCN(c2nc3c(c(=O)[nH]c(=O)n3C)n2CCCc2ccccc2)C1 (configuration not stated)
  -4% | -7 | 68 | 75 | . | . | -46% | . | .
COc1ccc(Cn2nnnc2C(c2cc3cccc(C)c3[nH]c2=O)N2CCOCC2)cc1 (configuration not stated)
  -1% | 4 | 93 | 90 | -10 | 181 | -35% | 10 | 181
O=C(Nc1ccccc1)c1ccc(S(=O)(=O)N2CCOCC2)cc1
  2% | 21 | 95 | 74 | 10 | 165 | 22% | -10 | 165
C=CCn1c(SCC(=O)c2ccc(O)c(O)c2)nnc1-c1ccccc1OC
  . | -31 | 20 | 51 | 6 | 161 | 1.6µM* | -6 | 161
Cc1ccc(S(=O)(=O)c2ccc(Oc3cccc(C)c3)cc2)cc1
  5% | . | . | . | -1 | 164 | -14% | 1 | 164
COc1cccc(-c2csc(N3CCN(C(=O)NC45CC6CC(CC(C6)C4)C5)CC3)n2)c1
  . | 6 | 81 | 74 | 10 | 129 | . | -10 | 129
CC1(C)Cc2c(C#N)c(NC3CCCCC3)nc(-c3ccco3)c2CO1
  -4% | 4 | 63 | 59 | . | . | -17% | . | .
Cc1ccc(-n2c(SCn3nnc4ccccc4c3=O)nnc2-c2cccnc2)c(C)c1
  1% | 14 | 97 | 82 | . | . | -51% | . | .
Cc1cccnc1NC(=O)C1CCCN(S(=O)(=O)c2ccc3c(c2)oc(=O)n3C)C1 (configuration not stated)
  17% | -7 | 96 | 104 | 18 | 169 | -36% | -18 | 169
Cc1onc(-c2ccccc2)c1-c1n[nH]c(=S)n1-c1ccc(C(=O)O)cc1
  1% | -13 | 83 | 96 | -9 | 177 | 9% | 9 | 177
CC(C)NC(=O)c1ccc2c(c1)nnn2C
  -2% | -4 | 91 | 95 | ? | . | 12% | -47 | 118
CC1CCN(S(=O)(=O)c2ccc(NC(=O)CCN3C(=O)c4ccccc4C3=O)cc2)CC1
  -5% | 21 | 96 | 75 | 4 | 153 | -17% | -4 | 153
Cc1ccc(S(=O)(=O)N2CCN(C(=O)CSC3CCCC3)CC2)c(C)c1
  -2% | 21 | 76 | 56 | 16 | 118 | -50% | -16 | 118
Cc1ccc(C(=O)NNC(=O)c2cc3cc4ccccc4nc3s2)cc1
  -2% | . | . | . | 33 | 193 | 5% | -33 | 193
Cn1c(-c2ccccc2)cc(=O)c2ccccc21
  0% | . | . | . | 3 | 138 | 21% | -3 | 138
C=CCn1c(SCc2ccccc2)nc2scc(-c3ccc(C)o3)c2c1=O
  -6% | -21 | 52 | 72 | 9 | 153 | 5% | -9 | 153
Cc1ccc(S(=O)(=O)N2CCCCC2C(=O)N2CCN(Cc3ccccc3)CC2)cc1 (configuration not stated)
  -6% | -2 | 76 | 78 | 23 | 171 | -48% | -23 | 171
O=C(CN(c1ccc(Cl)c(C(F)(F)F)c1)S(=O)(=O)c1ccccc1)N1CCOCC1
  0% | 2 | 89 | 88 | -9 | 189 | -64% | 9 | 189
O=C(Nc1ccc(S(=O)(=O)NCCc2ccccc2)cc1)c1ccco1
  -5% | 15 | 107 | 92 | 39 | 133 | 23% | -39 | 133
O=C1CSC(=S)N1CC1CCCO1 (configuration not stated)
  -15% | -18 | 20 | 38 | 8 | 96 | -46% | -8 | 96
COc1ccc(N=c2scc(-c3ccc(OC)cc3)n2CCO)cc1
  . | 6 | 89 | 83 | 15 | 170 | . | -15 | 170
CCC1=NN(C(=O)C(=O)Nc2ccccc2OC)C(O)(C(F)(F)F)C1 (configuration not stated)
  -7% | . | . | . | -1 | 153 | 5% | 1 | 153
Cn1nc(-c2ccc(Cl)cc2)c2cc(C(=O)N3CCOCC3)sc21
  -1% | -2 | 82 | 84 | 8 | 177 | -43% | -8 | 177
CCn1nc2cc(C(=O)NCc3cc(C(F)(F)F)cc(C(F)(F)F)c3)ccc2c1OC
  -4% | . | . | . | 2 | 118 | 4% | -2 | 118
Cn1c(=O)[nH]c(=O)c2c1nc(NC1CCCCC1)n2Cc1ccccc1
  -15% | -15 | 80 | 95 | 10 | 129 | 3% | -10 | 129
CCc1nnc(NC(=O)CSc2nnc(-c3cccnc3)n2CCc2ccccc2)s1
  19% | -1 | 94 | 95 | 43* | 181* | -53% | -43 | 181
CCn1c(CSc2nnc3ccccn23)nc2cc(C(=O)O)ccc21
  32% | -6 | 90 | 97 | -12 | 196 | 8% | 12 | 196
O=C(NCCN1CCOCC1)c1ccc(Cl)c(S(=O)(=O)N2CCCCCC2)c1
  1% | 10 | 98 | 88 | . | . | -67% | . | .
CN(C)c1nc(Oc2ccc(=O)n(-c3ccccc3)n2)nc(N2CCOCC2)n1
  -11% | 3 | 82 | 79 | . | . | -66% | . | .
COc1ccc(C)cc1NC(=O)c1cnc2sccn2c1=O
  -1% | 1 | 85 | 84 | . | . | 5% | . | .
CCCOC(=O)CC1C(=O)NCCN1Cc1ccccc1C (configuration not stated)
  . | -2 | 97 | 100 | 19 | 197 | . | -19 | 197
Cc1ccc(C)c(Oc2nnnn2-c2ccccc2)c1
  -4% | -7 | 87 | 94 | -11 | 117 | -7% | 12 | 117
CCCS(=O)(=O)n1nc(-c2ccc(Br)cc2)cc1N
  1% | -5 | 82 | 88 | . | . | 25% | . | .
Cc1ccc(SCCNS(=O)(=O)c2ccc(F)cc2)cc1
  -7% | 13 | 107 | 94 | 3 | 166 | 55% | -3 | 166

2 entries from above, with tabs.
mol	Bcl-B TR3 displacers	MRP reversal	MRP reversal cytotoxicity	MRP reversal with doxorubicin	NFkB transloc pot	NFkB transloc pot cell count 2 µM	PLAP inhibitors HTS	IL1B NFkB inh	IL1B NFkB inh cell count 2 µM
O=C(Nc1ccc(S(=O)(=O)NCCc2ccccc2)cc1)c1ccco1	-5%	15	107	92	39	133	23%	-39	133
CCn1c(CSc2nnc3ccccn23)nc2cc(C(=O)O)ccc21	32%	-6	90	97	-12	196	8%	12	196

New compounds follow
Sequence of screens: Bcl-B TR3 displacers | MRP reversal | MRP reversal cytotoxicity | MRP reversal with doxorubicin | NFkB transloc pot | NFkB transloc pot cell count 2 µM | PLAP inhibitors HTS | IL1B NFkB inh | IL1B NFkB inh cell count 2 µM
CC1(c2cnc(Nc3ccccc3)s2)CCC(=O)O1 (configuration not stated)
  -12% | 19 | 104 | 85 | -1 | 173 | 9% | 1 | 173
Cc1nc2n(n1)C(c1ccccc1)C1=C(CC(c3ccco3)CC1=O)N2 (configuration not stated)
  -4% | . | . | . | 16 | 96 | -10% | -16 | 96
CCOCC(=O)N1CCCC(C(=O)OCC)C1 (configuration not stated)
  -7% | 8 | 81 | 73 | 12 | 130 | 15% | -12 | 130
O=c1c2ccccc2n(Cc2ccccc2F)c(=O)n1Cc1ccccc1F
  -4% | 2 | 77 | 74 | -4 | 171 | 5% | 4 | 171
Cc1csc(SCc2nnc(-c3ccccc3Br)o2)n1
  -22% | 19 | 89 | 70 | -7 | 131 | 1% | 7 | 131
O=C(CSc1nc(-c2ccccc2)cc(C(F)(F)F)n1)NCCN1CCOCC1
  -2% | 1 | 85 | 84 | 15 | 148 | -63% | -15 | 148
CCOC(=O)c1ccc(OCc2c(C)noc2C)cc1
  2% | . | . | . | 21 | 62 | 12% | -21 | 62
COc1ccccc1-c1nnc2sc(-c3cc4ccccc4o3)nn12
  1% | -30 | 31 | 61 | 26 | 102 | -7% | -26 | 102
COc1ccc(-c2ccc(C(=S)N3CCN(C(C)=O)CC3)o2)cc1
  8% | 20 | 80 | 59 | -4 | 121 | -23% | 4 | 121
COc1ccccc1NC(=O)CSc1nnc(-c2ccoc2C)n1CCc1ccccc1
  6% | 5 | 98 | 92 | -10 | 111 | -49% | 10 | 111
Cc1ccc(-c2nnc(N3CCN(C(=O)COc4ccccc4)CC3)c3ccccc23)cc1
  -35% | 25 | 50 | 25 | 15 | 180 | -58% | -15 | 180
CCn1c(=NC(=O)CSCC(=O)Nc2nccs2)sc2ccccc21
  -1% | 18 | 87 | 69 | 11 | 173 | 13% | -11 | 173
Cn1c(N)c(C#N)c2c(c1=S)COC(C)(C)C2
  -14% | -9 | 92 | 101 | -4 | 175 | 18% | 4 | 175
Cn1c(SCc2ccc(C#N)cc2Cl)nc2ccccc21
  -7% | -4 | 71 | 75 | 11 | 106 | 22% | -11 | 106
O=C(CN(c1ccccc1)S(=O)(=O)c1ccccc1[N+](=O)[O-])NN=C1CCCCCCC1
  1% | . | . | . | 2 | 120 | -6% | -2 | 120
O=C(Nc1ccccc1)N1CCCc2ccccc21
  . | 22 | 110 | 89 | 8 | 133 | . | -8 | 133
COc1nc(Oc2ccc(=O)[nH]n2)nc(N2CCOCC2)n1
  -2% | 14 | 97 | 83 | 16 | 121 | 9% | -16 | 121
Cc1ccc(C(C(=O)NC(C)(C)C)N(C(=O)c2csnn2)C2CC2)cc1 (configuration not stated)
  . | -3 | 87 | 91 | 16 | 131 | . | -16 | 131
O=c1c2ccccc2c(/C=N/n2cnnc2)c(O)n1-c1ccccc1F
  27% | -15 | 93 | 108 | . | . | -16% | . | .
CN(C)S(=O)(=O)N1CCN(c2ccccc2)CC1
  -4% | 5 | 83 | 78 | 14 | 132 | -17% | -14 | 132
Cc1ccc(C(=O)N2CCCCCC2)cc1Br
  -2% | 4 | 94 | 89 | -3 | 102 | -9% | 3 | 102
CSc1ccccc1NC(=O)CSCc1ccc(C)cc1
  -12% | . | . | . | 12 | 172 | 8% | -12 | 172
CCn1c(CCNC(=O)c2ccc(OC)c(OC)c2)nc2ccccc21
  . | . | . | . | 19 | 126 | . | -19 | 126
COc1nnc(-c2ccc(N3CCOCC3)c(NC(C)=O)c2)c2ccccc12
  -4% | -1 | 87 | 88 | -5 | 106 | -46% | 5 | 106
Cc1ccc(OC(=O)c2cccc(S(=O)(=O)N(C)C)c2)c(-n2nc3ccccc3n2)c1
  0% | . | . | . | 25 | 171 | -18% | -25 | 171
O=C(/C=C/c1ccccc1)N/C(=C\c1ccco1)C(=O)NCCO
  0% | . | . | . | -3 | 134 | 1% | 3 | 134
COc1ccc(S(=O)(=O)N(C)CC(=O)N2CCC(C)CC2)cc1Cl
  0% | 20 | 97 | 77 | 0 | 91 | -4% | 0 | 91
CC1CCC(C(C)C)C2=C1C(C#N)(C#N)C(C#N)(C#N)C(c1ccccc1)N2 (configuration not stated)
  11% | 0 | 0 | 0 | -19 | 146 | -33% | 19 | 146
CCn1c(CCNC(=O)c2ccc(Cl)cc2Cl)n[nH]c1=S
  -5% | . | . | . | 1 | 161 | 1% | -1 | 161
C=CCC(Nc1ccco1)c1ccccc1 (configuration not stated)
  -9% | -15 | 75 | 90 | 33 | 130 | -8% | -32 | 130
